Screening data as filed in PubChem.
NOD1 NF-kB reporter: NOD1 signaling inhibitors, primary screen, cell-based, luminescence, uHTS (AID 1578); NOD1-driven NF-kB luciferase reporter cells, luminescence; higher % means a stronger effect; 290,000 compounds, 1% hits; one-dose inhibition, % at 4 µM; EC50 in µM for titrated hits; in the data active = inhibition mostly above about 36%, no sharp cut-off; inactive = mostly below about 34%;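 note: HEK-293T reporter cells stimulated with the NOD1 agonist gamma-tri-DAP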
HEK293 NOD2/NF-kB: NOD2 signaling inhibitors, cell-based, luminescence, uHTS, HEK293 (AID 1566); inhibition, % at 4 µM; hits with a dose series show EC50 in µM; 290,000 compounds, 0.63% hits; HEK293 NOD2/NF-kB luciferase reporter, luminescence; higher % means a stronger effect; note: many of its hits are not listed in these tables
T cell HTS: T cell immune modulation candidate; 330,000 compounds, 0.068% hits; calls only at 7 µM; 2C CD8+ T cell-vesicle binding, flow cytometry; active compounds read low;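 active = response, share of CD8 T cells binding vesicles, and their 90th percentile fluorescence all below set limits, cut at about 80% in these data, passing the limit was not always enough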
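Assay system: 2C TCR transgenic mouse naive CD8+ T cells, MACS-purified | Read-out: CD8+ gate FL2 mean fluorescence as % of same-row positive control | Signal: High-throughput flow cytometry with anti-B7-1 and anti-CD8 staining | Timing: Binding step 1.5 h, 37 °C, antibody labelling 20 min, ice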
GPR55 activation: selective activators of receptor GPR55 – imaging, U2OS cells, beta-arrestin-GFP redistribution, primary screen (AID 1961). 290,000 compounds, 0.048% hits. one-dose activation, % at 10 µM; EC50 in µM for titrated hits. U2OS GPR55 beta-arrestin-GFP redistribution imaging; higher % means a stronger effect;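 active = activation above 40% with more than 50 cells counted in the well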;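 note: U2OS osteosarcoma cells stably expressing GPR55 and beta-arrestin-GFP; plate controls were DMSO negative control for no effect and LPI positive control for full effect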
Myeloid diff MLP: myeloid differentiation induction; ER-HoxA9 myeloid progenitors, lysozyme-GFP differentiation, flow cytometry; calls only at 10 µM; 360,000 compounds, 1% hits; AID 624256;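 active = normalized GFP-positive differentiation at or above the plate's own cutoff, the solvent-only control mean plus 3 SD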;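 note: cells exposed to compound for four days before flow analysis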
GPR55 antagonists: inhibition of LPI-stimulated GPR55 beta-arrestin translocation – imaging, U2OS, beta-arrestin-GFP, LPI agonist, primary screen (AID 2013) | U2OS GPR55 beta-arrestin-GFP translocation imaging, LPI antagonism; higher % means a stronger effect | one-dose inhibition, % at 10 µM; IC50 in µM for titrated hits | 290,000 compounds, 0.13% hits;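 active = spots per cell inhibited over 60%, with over 100 cells counted and total cytoplasm intensity under 500,000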;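 note: U2OS cells stably carrying GPR55 and arrestin-GFP stimulated by 5 µM LPI near EC80; imaged beta-arrestin-GFP aggregate spots per cell after agonist stimulation; plate controls were LPI-stimulated DMSO wells for no effect and DMSO wells without LPI for full effect; some results filed as inactive read as strong as hits; confirmed hits need IC50 under 10 µM and bright autofluorescent wells are also inconclusive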
KOR beta-arrestin-1: KOR antagonists, beta-arrestin recruitment, cell-based, luminescence, uHTS (AID 1778); KOR beta-arrestin recruitment, luminescence, antagonist mode; higher % means a stronger effect; inhibition, % at 10 µM, or IC50 in µM where a hit was titrated; 290,000 compounds, 0.091% hits; note: strong numbers were not always called active
NTR1 agonist: NTR1-driven beta-arrestin-GFP spot formation – imaging, U2OS cells, high content, primary screen (AID 493036) | activation, % at 20 µM | P30989 | agonist mode | 330,000 compounds, 0.17% hits;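 active = activation at or above 40% of the spot to cytoplasm intensity ratio, with at least 20 cells analyzed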;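 note: 0% = DMSO without peptide and 100% = 100 nM NTR1 peptide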
Target sequence (P30989 whole entry, looked up): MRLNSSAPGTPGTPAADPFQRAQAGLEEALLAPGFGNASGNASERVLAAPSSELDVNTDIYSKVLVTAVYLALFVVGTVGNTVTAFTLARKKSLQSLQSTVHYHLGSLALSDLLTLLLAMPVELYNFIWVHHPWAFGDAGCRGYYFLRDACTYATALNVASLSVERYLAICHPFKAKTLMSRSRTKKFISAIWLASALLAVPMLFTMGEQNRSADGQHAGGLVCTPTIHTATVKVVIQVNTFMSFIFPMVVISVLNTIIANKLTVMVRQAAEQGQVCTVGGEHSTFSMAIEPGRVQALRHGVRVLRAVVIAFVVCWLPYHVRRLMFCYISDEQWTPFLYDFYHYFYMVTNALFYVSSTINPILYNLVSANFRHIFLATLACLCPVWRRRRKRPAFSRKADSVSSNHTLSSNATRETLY
KOR beta-arrestin-2: KOR agonists, beta-arrestin recruitment, primary screen, cell-based, luminescence, uHTS (AID 1777). 280,000 compounds, 0.02% hits. KOR beta-arrestin recruitment, luminescence; higher % means a stronger effect. activation, % at 10 µM, or EC50 in µM where a hit was titrated; in the data active = activation above about 50%, passing the limit was not always enough; note: a part of the inactive calls stands beside numbers as strong as those of hits
T cell HTS vesicle-bound %: also measured in T cell HTS; calls as there; double positive events, %; measured here: CD8+ vesicle-bound cell fraction;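 binding gate set so that unloaded-vesicle control wells show 10% double positive cells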
NTR1 agonist cell count 20 µM: further read-out of NTR1 agonist, marked with its call; cell count; measured here: cell count, cytotoxicity flag
Myeloid diff MLP GFP+ MAC1+ %: recorded beside Myeloid diff MLP, whose call it bears; GFP+ MAC1+ double positive, %; measured here: differentiation confirmed by MAC1 staining
Starred values were filed as active, the others as inactive; [ ] = dose if it differs, or a comment. Cut-off read from the data, not from the text of the source, unless noted: active = inhibition above about 50%; inactive = the rest. A portion of the library (hit frequency here may not be typical).

What do the screens show for `O=C(O)C1Cn2c(nc3c(c2=O)C2(CCCC2)Cc2ccccc2-3)S1` (configuration not stated)?
NOD1 NF-kB reporter: -21%; HEK293 NOD2/NF-kB: 21%; T cell HTS: inactive; GPR55 activation: -0.1%; Myeloid diff MLP: inactive; GPR55 antagonists: 6%; KOR beta-arrestin-1: -38%[20 µM]; NTR1 agonist: -0.2; T cell HTS vesicle-bound %: 43; NTR1 agonist cell count 20 µM: 62; Myeloid diff MLP GFP+ MAC1+ %: 0.2

What do the screens show for `COc1cccc2nc3cc(C)c(C)cc3nc12`?
NOD1 NF-kB reporter: -13%; HEK293 NOD2/NF-kB: -167%; T cell HTS: inactive; GPR55 activation: 0.6%; Myeloid diff MLP: inactive; GPR55 antagonists: 5%; KOR beta-arrestin-1: 19%; NTR1 agonist: 1.2; KOR beta-arrestin-2: -2.2%; T cell HTS vesicle-bound %: 11; NTR1 agonist cell count 20 µM: 73; Myeloid diff MLP GFP+ MAC1+ %: 1.0

What do the screens show for `Cc1c(NC(=O)CSc2n[nH]c(-c3ccccc3)n2)c(=O)n(-c2ccccc2)n1C`?
NOD1 NF-kB reporter: -16%; HEK293 NOD2/NF-kB: 4%; T cell HTS: inactive; GPR55 activation: 0.3%; Myeloid diff MLP: inactive; GPR55 antagonists: 1%; KOR beta-arrestin-1: 7%; NTR1 agonist: 0.7; KOR beta-arrestin-2: -2.7%; T cell HTS vesicle-bound %: 30; NTR1 agonist cell count 20 µM: 62; Myeloid diff MLP GFP+ MAC1+ %: 7.6

How did O=C(O)c1cc(-c2ccccc2)on1 do in these assays?
NOD1 NF-kB reporter: 6%; HEK293 NOD2/NF-kB: 5%; T cell HTS: inactive; GPR55 activation: 0.6%; Myeloid diff MLP: inactive; GPR55 antagonists: 6%; KOR beta-arrestin-1: 11%; NTR1 agonist: 1.6; KOR beta-arrestin-2: 2.8%; T cell HTS vesicle-bound %: 10; NTR1 agonist cell count 20 µM: 42; Myeloid diff MLP GFP+ MAC1+ %: 7.4

How did Cc1cc2c(s1)c1cnn(Cc3ccccc3F)c(=O)c1n2C do in these assays?
NOD1 NF-kB reporter: -23%; HEK293 NOD2/NF-kB: 10%; T cell HTS: inactive; GPR55 activation: -0.2%; Myeloid diff MLP: inactive; GPR55 antagonists: 6%; KOR beta-arrestin-1: -14%; NTR1 agonist: 2.7; KOR beta-arrestin-2: 2.1%; T cell HTS vesicle-bound %: 61; NTR1 agonist cell count 20 µM: 22; Myeloid diff MLP GFP+ MAC1+ %: 0.8

How did O=C(Cc1ccccc1Cl)Nc1ccc(S(=O)(=O)Nc2nccs2)cc1 do in these assays?
NOD1 NF-kB reporter: -8%; HEK293 NOD2/NF-kB: -2%; T cell HTS: inactive; GPR55 activation: -0.1%; Myeloid diff MLP: inactive; GPR55 antagonists: 8%; KOR beta-arrestin-1: 9%; NTR1 agonist: -0.2; KOR beta-arrestin-2: 1.5%; T cell HTS vesicle-bound %: 21; NTR1 agonist cell count 20 µM: 55; Myeloid diff MLP GFP+ MAC1+ %: 0.5

What do the screens show for `CCOC(=O)N/N=C\c1sccc1C`?
NOD1 NF-kB reporter: -24%; HEK293 NOD2/NF-kB: 4%; T cell HTS: inactive; GPR55 activation: -0.2%; Myeloid diff MLP: inactive; GPR55 antagonists: 6%; KOR beta-arrestin-1: -3%; NTR1 agonist: -0.9; KOR beta-arrestin-2: 0.0%; T cell HTS vesicle-bound %: 60; NTR1 agonist cell count 20 µM: 83; Myeloid diff MLP GFP+ MAC1+ %: 0.2

How did CN1CCCN(C(=O)/C=C/c2ccc(Cl)cc2Cl)CC1 do in these assays?
NOD1 NF-kB reporter: 8%; HEK293 NOD2/NF-kB: 5%; T cell HTS: inactive; GPR55 activation: 0.2%; Myeloid diff MLP: inactive; GPR55 antagonists: -1%; KOR beta-arrestin-1: -63%; NTR1 agonist: -1.3; KOR beta-arrestin-2: 11%; T cell HTS vesicle-bound %: 7; NTR1 agonist cell count 20 µM: 28; Myeloid diff MLP GFP+ MAC1+ %: 0.2

What do the screens show for `CC1(C)Cc2c(cnn2-c2cccc(F)c2)C(NC(=O)CCN2CCCC2=O)C1` (configuration not stated)?
NOD1 NF-kB reporter: -35%; HEK293 NOD2/NF-kB: -19%; T cell HTS: inactive; GPR55 activation: 0.2%; Myeloid diff MLP: inactive; GPR55 antagonists: 7%; KOR beta-arrestin-1: -16%; NTR1 agonist: 0.3; KOR beta-arrestin-2: 1.9%; T cell HTS vesicle-bound %: 28; NTR1 agonist cell count 20 µM: 45; Myeloid diff MLP GFP+ MAC1+ %: 1.1

How did CC(CCN1C(Nc2ccccc2)=NC[C@@H]1C)c1ccccc1 (some centres not stated) do in these assays?
NOD1 NF-kB reporter: -5%; HEK293 NOD2/NF-kB: 12%; T cell HTS: inactive; GPR55 activation: 0.2%; Myeloid diff MLP: inactive; GPR55 antagonists: -3%; KOR beta-arrestin-1: 6%[20 µM]; NTR1 agonist: -2.8; KOR beta-arrestin-2: -4.1%; T cell HTS vesicle-bound %: 32; NTR1 agonist cell count 20 µM: 105; Myeloid diff MLP GFP+ MAC1+ %: 1.1

How did COC(=O)c1cc2n(n1)CCCNC2=O do in these assays?
NOD1 NF-kB reporter: -28%; HEK293 NOD2/NF-kB: 24%; T cell HTS: inactive; GPR55 activation: -0.1%; Myeloid diff MLP: inactive; GPR55 antagonists: 9%; KOR beta-arrestin-1: -19%[20 µM]; NTR1 agonist: -1.3; KOR beta-arrestin-2: -12%; T cell HTS vesicle-bound %: 32; NTR1 agonist cell count 20 µM: 36; Myeloid diff MLP GFP+ MAC1+ %: 0.6

Results for COc1cccc(C(O)c2cnc(C(C)C)n2C)c1OC (configuration not stated) ?
NOD1 NF-kB reporter: -6%; HEK293 NOD2/NF-kB: 12%; T cell HTS: inactive; GPR55 activation: -0.1%; Myeloid diff MLP: inactive; GPR55 antagonists: -2%; KOR beta-arrestin-1: 4%; NTR1 agonist: 4.2; KOR beta-arrestin-2: 3.1%; T cell HTS vesicle-bound %: 37; NTR1 agonist cell count 20 µM: 46; Myeloid diff MLP GFP+ MAC1+ %: 0.7

Results for COc1ccc(C(=O)NCCSC2CCCCC2)cc1 ?
NOD1 NF-kB reporter: -88%; HEK293 NOD2/NF-kB: -84%; T cell HTS: inactive; GPR55 activation: -0.4%; Myeloid diff MLP: inactive; GPR55 antagonists: 10%; NTR1 agonist: 0.2; KOR beta-arrestin-2: 4.7%; T cell HTS vesicle-bound %: 30; NTR1 agonist cell count 20 µM: 69; Myeloid diff MLP GFP+ MAC1+ %: 0.1

How did CN(C)C(=O)c1ccc(NC(=O)c2cncc(Br)c2)cc1 do in these assays?
NOD1 NF-kB reporter: -16%; HEK293 NOD2/NF-kB: 6%; T cell HTS: inactive; GPR55 activation: 0.2%; Myeloid diff MLP: inactive; GPR55 antagonists: -1%; KOR beta-arrestin-1: -22%; NTR1 agonist: 2.5; KOR beta-arrestin-2: -2.2%; T cell HTS vesicle-bound %: 27; NTR1 agonist cell count 20 µM: 99; Myeloid diff MLP GFP+ MAC1+ %: 1.0

Results for CCOc1ccc(Nc2nc(Cc3nnc(SCC(=O)c4ccc(C)c(C)c4)o3)cs2)cc1 ?
NOD1 NF-kB reporter: 5%; HEK293 NOD2/NF-kB: 25%; T cell HTS: inactive; GPR55 activation: -0.2%; Myeloid diff MLP: inactive; GPR55 antagonists: -3%; KOR beta-arrestin-1: -9%; NTR1 agonist: 7.2; KOR beta-arrestin-2: 1.1%; T cell HTS vesicle-bound %: 53; NTR1 agonist cell count 20 µM: 62; Myeloid diff MLP GFP+ MAC1+ %: 0.7

How did CC(CCN1C(Nc2ccccc2)=NC[C@@H]1Cc1ccccc1)c1ccccc1 (some centres not stated) do in these assays?
NOD1 NF-kB reporter: -33%; HEK293 NOD2/NF-kB: -32%; T cell HTS: inactive; GPR55 activation: -0.2%; Myeloid diff MLP: inactive; GPR55 antagonists: 11%; KOR beta-arrestin-1: 10%[20 µM]; NTR1 agonist: -3.2; KOR beta-arrestin-2: -2.9%; T cell HTS vesicle-bound %: 31; NTR1 agonist cell count 20 µM: 98; Myeloid diff MLP GFP+ MAC1+ %: 0.3

What do the screens show for `CCN(CC)S(=O)(=O)c1ccc2c(c1)N(CC(=O)NCc1ccccn1)C(=O)CO2`?
NOD1 NF-kB reporter: 7%; HEK293 NOD2/NF-kB: -3%; T cell HTS: inactive; GPR55 activation: 0.8%; Myeloid diff MLP: inactive; GPR55 antagonists: -11%; NTR1 agonist: 1.4; KOR beta-arrestin-2: 3.9%; T cell HTS vesicle-bound %: 61; NTR1 agonist cell count 20 µM: 59; Myeloid diff MLP GFP+ MAC1+ %: 0.1

How did O=C(c1cc(-c2ccc3c(c2)OCO3)on1)N1CCN(c2ccccc2)CC1 do in these assays?
NOD1 NF-kB reporter: -10%; HEK293 NOD2/NF-kB: 2%; T cell HTS: inactive; GPR55 activation: -0.1%; Myeloid diff MLP: inactive; GPR55 antagonists: 0%; KOR beta-arrestin-1: -32%; NTR1 agonist: 3.5; KOR beta-arrestin-2: -5.3%; T cell HTS vesicle-bound %: 39; NTR1 agonist cell count 20 µM: 62; Myeloid diff MLP GFP+ MAC1+ %: 0.7

Results for COc1cccc(NC(=O)c2nn(C34CC5CC(CC(C5)C3)C4)cc2[N+](=O)[O-])c1 ?
NOD1 NF-kB reporter: 7%; HEK293 NOD2/NF-kB: 10%; T cell HTS: inactive; GPR55 activation: 0.0%; Myeloid diff MLP: inactive; GPR55 antagonists: 5%; KOR beta-arrestin-1: 32%; NTR1 agonist: -1.3; KOR beta-arrestin-2: -5.2%; T cell HTS vesicle-bound %: 33; NTR1 agonist cell count 20 µM: 47; Myeloid diff MLP GFP+ MAC1+ %: 0.0
